TbREL1 primary = TbREL1 inhibition, primary screen | P86926 | TbREL1 RNA ligation, FRET fluorescence | inhibition, % at 9.66 µM | 89,000 compounds, 0.49% hits;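 active means inhibition above the mean inhibition across all screened compounds plus 3 SD, cut at about 11% in these data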;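 further: 0% = plate median of test wells and 100% = NSC42067 control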
Target sequence (P86926 whole entry, looked up): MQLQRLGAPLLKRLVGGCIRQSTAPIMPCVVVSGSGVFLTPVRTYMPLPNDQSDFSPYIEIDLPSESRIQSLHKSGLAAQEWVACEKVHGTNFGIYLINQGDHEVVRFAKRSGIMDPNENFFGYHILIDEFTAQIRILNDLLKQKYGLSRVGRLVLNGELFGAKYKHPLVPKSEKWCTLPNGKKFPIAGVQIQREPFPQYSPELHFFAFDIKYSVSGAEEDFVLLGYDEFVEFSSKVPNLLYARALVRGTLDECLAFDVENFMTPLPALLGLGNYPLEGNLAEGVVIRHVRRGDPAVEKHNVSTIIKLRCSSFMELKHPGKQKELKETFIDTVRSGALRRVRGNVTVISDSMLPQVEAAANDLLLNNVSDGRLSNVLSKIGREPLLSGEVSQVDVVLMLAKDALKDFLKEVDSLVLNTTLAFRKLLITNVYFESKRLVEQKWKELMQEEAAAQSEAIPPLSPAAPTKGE
The depositor's hits bear a star. This is a subset; rates above refer to the full screens.

TbREL1 primary | Structure
0 | Cc1cc(C)cc(OC(C)C(=O)NCCCn2ccnc2)c1 (stereo not drawn)
-1 | Cc1cc(C)c(C#N)c(SC(F)F)n1
0 | Cc1cc(C)n(-c2nc3ccccc3c(=O)n2OCC(N)=O)n1
1 | Cc1sc2nc(CSC(C)C(=O)Nc3ccc(Cl)cn3)[nH]c(=O)c2c1C (stereo not drawn)
-5 | COc1cc(NC(=O)Nc2nnc([C@H]3C[C@H](O)[C@@H](CO)O3)s2)cc(OC)c1OC
-2 | COc1cc(C2C(C(=O)OCCC#N)=C(C)NC3=C2S(=O)(=O)c2ccccc23)cc(OC)c1OC (stereo not drawn)
-2 | CCOc1ccc(CCN2C(=S)N([C@@H](Cc3ccccc3)CN3CCC[C@@H]3CN3C(=S)NC[C@@H]3Cc3ccc(O)cc3)C[C@@H]2CC(C)C)cc1
0 | COc1ccccc1N1CCN(S(=O)(=O)c2ccc3c(c2)n(C)c(=O)c(=O)n3C)CC1
4 | Cc1ccc(NC(=O)CSCC(=O)NCCc2ccccc2)cc1
-2 | O=C(CCS(=O)(=O)Cc1ccc(Cl)cc1)NCCCN1CCN(c2ccccc2F)CC1
0 | O=C(CN1C(=O)/C(=C\c2cccc(F)c2)Oc2ccccc21)N1CCN(c2ccccn2)CC1
2 | Cc1ccc(C(=O)n2nnc3ccccc32)cc1[N+](=O)[O-]
0 | N#Cc1c(Nc2ccccc2)c(C=NCCN2CCOCC2)c[nH]c1=O
1 | CN1CCN(CP(=O)(N2CCOCC2)N2CCOCC2)CC1
0 | O=C(NCc1ccc2c(c1)OCO2)C1CCN(c2ncccn2)CC1
0 | O=C(NCc1cc(Br)cc(Br)c1OC(=O)c1ccccc1[N+](=O)[O-])c1ccccc1
-4 | CCOc1ccc2nc(NC3=NC(C)(C)C=C(C)N3)nc(C)c2c1
-2 | Nc1ccc(-n2nc3ccccc3n2)cc1
-2 | COc1ccc(CN(C)C(=O)C23CC4CC(CC(Cl)(C4)C2)C3)c(OC)c1OC
4 | COC(=O)C1(C(=O)OC)C[C@H](/C=C/c2ccccc2)N(Cc2ccccc2OC)[C@@H]1c1ccccc1

An excerpt taken from the entries so far, as a working copy:
TbREL1 primary | Structure
0 | Cc1cc(C)cc(OC(C)C(=O)NCCCn2ccnc2)c1 (stereo not drawn)
-1 | Cc1cc(C)c(C#N)c(SC(F)F)n1
0 | Cc1cc(C)n(-c2nc3ccccc3c(=O)n2OCC(N)=O)n1
1 | Cc1sc2nc(CSC(C)C(=O)Nc3ccc(Cl)cn3)[nH]c(=O)c2c1C (stereo not drawn)

The list goes on.
TbREL1 primary | Structure
2 | O=C(COC(=O)C1CCC1)Nc1ccc(OC(F)F)cc1
3 | CCN(c1ccccc1)S(=O)(=O)c1ccc(F)c(C(=O)O)c1
-2 | Cc1cc(NC(=O)C2CC(=O)N(c3ccccc3C)C2)no1 (stereo not drawn)
6 | COc1ccc(N/C=C(\C#N)c2nc3ccccc3n2C)c(OC)c1
-1 | COc1ccc(CNC(=O)c2cc(C3CC3)nc3c2cnn3C(C)C)cc1OC
-2 | COC(=O)c1ccc(NC(=O)COC(=O)COc2cccc3c2OC(C)(C)C3)cc1
0 | Cc1cccc(-[n+]2c(C)cc(C)c3c(=O)[nH]c(=O)[nH]c32)c1
-6 | COc1cccc(N2CCN(C(=O)CCNS(=O)(=O)c3ccc4c(c3)c(=O)n(C)c(=O)n4C)CC2)c1
1 | COc1ccc(Cl)cc1NC(=O)COC(=O)c1c(-c2ccccc2)noc1C
3 | CSc1ncc(CN2CCC(C(=O)Nc3cccc(-c4cscn4)c3)CC2)cn1
8 | NC(=O)CC(NC(=O)Cc1ccc(Br)cc1)c1ccc(N2CCC(Br)CC2)c([N+](=O)[O-])c1 (stereo not drawn)
-3 | CCNc1ccccc(-c2ccc3ccccc3n2)c1=O
-4 | CCOC(=O)N1CCN(c2ccc(O)cc2)CC1
6 | Cc1ccc2[nH]c(=O)c(CN(CCc3ccccc3)Cc3nnnn3CC3CCCO3)cc2c1 (stereo not drawn)
3 | O=C(CSc1ccc(-c2ccccc2)nn1)c1cccs1
7 | O=c1[nH]c2cccnc2n1-c1ccc([N+](=O)[O-])cc1
-6 | COc1ccc(NC(=O)COc2ccc(/C=C/c3cccc[n+]3C)cc2OC)cc1
3 | CCNC(=O)C1CCCN(C(=O)c2ccc(OC)c(OC)c2)CC1 (stereo not drawn)
-1 | C=CC[C@H](CC(=O)NCCO)C(=O)N[C@@H](COC(=O)[C@H](CC=C)CC(=O)OC(C)(C)C)Cc1ccccc1
-4 | CCc1n[nH]c2c1C(=O)CC(C)(C)C2

Retrieved by compound from above:
TbREL1 primary | Structure
-1 | COc1ccc(CNC(=O)c2cc(C3CC3)nc3c2cnn3C(C)C)cc1OC
2 | O=C(COC(=O)C1CCC1)Nc1ccc(OC(F)F)cc1

(cont.)
TbREL1 primary | Structure
-1 | O=C1C=C(O)CC(c2cccs2)C1 (stereo not drawn)
-1 | CCOC(=O)C1(Cc2ccccc2)CCN(Cc2nccn2CC)CC1
7 | O=[N+]([O-])c1ccc(N2CCN(S(=O)(=O)c3ccc(Cl)cc3)CC2)cc1NCC1CCCO1 (stereo not drawn)
-5 | CN(C)c1ccc(CNC(=O)C2CCN(S(=O)(=O)c3ccc4c(c3)oc(=O)n4C)CC2)cc1
-3 | Cc1ccc(C(=O)O)cc1NC(=O)CCc1c(C)noc1C
3 | CCc1ccc(NC(=O)C2CCN(S(C)(=O)=O)CC2)cc1
-2 | O=C(COc1ccccc1)Nc1c(Cl)ccc2nsnc12
1 | O=C(/C=C/c1cccc([N+](=O)[O-])c1)NCc1cccnc1
7 | CCOc1cc2[nH]c(=O)n(CCCCCC(=O)NCc3ccco3)c(=O)c2cc1OCC
0 | COCCN1C(=O)N[C@@H](CCc2ccccc2)[C@@H](C(=O)OC)[C@H]1C
0 | O=C(CSc1nnc(-c2cccc(Br)c2)o1)N1CCOCC1
-2 | C[C@@H]1CCCN1[C@@H]1CS(=O)(=O)N[C@H]1COCc1ccccc1
-3 | CCCc1cc(=O)n2[nH]c(-c3ccccc3)cc2n1
-2 | Cc1nc(NC(=O)C(C)(C)C)sc1-c1csc(N)n1
-1 | CSc1ccccc1NC(=O)CN(Cc1ccccc1)S(C)(=O)=O
0 | N#Cc1ccc(S(=O)(=O)NC2CC2)cc1
-1 | O=C1CN(C(=O)CSc2nc3ccccc3c(=O)n2CCCN2CCOCC2)c2ccccc2N1
1 | CCOC(=O)NC(CC(=O)O)c1ccc(OCC)cc1 (stereo not drawn)
-3 | O=C(CCCOc1ccc(Br)cc1)NCCc1ccc(OC(F)F)cc1
0 | CN(CC(=O)Nc1ccc2c(c1)OCO2)S(=O)(=O)c1ccc2c(c1)CCC(=O)N2

Some of these compounds in order of the TbREL1 primary value, lowest first.
TbREL1 primary | Structure
-6 | COc1cccc(N2CCN(C(=O)CCNS(=O)(=O)c3ccc4c(c3)c(=O)n(C)c(=O)n4C)CC2)c1
-4 | CCc1n[nH]c2c1C(=O)CC(C)(C)C2
-2 | Nc1ccc(-n2nc3ccccc3n2)cc1
3 | O=C(CSc1ccc(-c2ccccc2)nn1)c1cccs1
7 | O=c1[nH]c2cccnc2n1-c1ccc([N+](=O)[O-])cc1

More compounds:
TbREL1 primary | Structure
2 | Cc1cnc(CN(C)C(=O)c2ccc3oc(Cc4ccccc4)nc3c2)[nH]1
-1 | O=C(NCc1ccco1)C1CCC(CNS(=O)(=O)c2cccc3cccnc23)CC1 (stereo not drawn)
0 | COc1ccc(N(CC(=O)Nc2cccnc2)S(=O)(=O)c2ccccc2)cc1Cl
0 | CN(C)c1ccccc1-c1csc(N2CCC(C(N)=O)CC2)n1
7 | CCOC(=O)C1CCN(C(=O)c2ccc(NS(=O)(=O)c3ccc4[nH]c(=O)[nH]c4c3)cc2)CC1
2 | C[C@@H]1CN([C@@H](C)CO)C(=O)c2cc(Br)cnc2O[C@H]1CN(C)S(=O)(=O)c1ccccc1
2 | OCC[C@@H]1C[C@@H](O)[C@H](O)[C@@]2(Cc3ccccc3CO2)O1
2 | CCc1oc2ccccc2c1C(=O)CCN1CCCCC1
-1 | Cc1ccc(C2CC(c3cccs3)=NN2C(=O)CSc2nc(=O)n3cc(C)ccc3n2)cc1 (stereo not drawn)
9 | C=CCn1c(SCC(=O)c2cccs2)nc2sc(CC)cc2c1=O
-3 | CC1CC(C)CN(C(=O)CNC(=O)Cn2ccc3ccccc3c2=O)C1 (stereo not drawn)
4 | O=C(CSc1ccc(Cl)cc1)Nc1ccccc1Oc1ccccc1
-1 | COc1ccccc1CNC(=O)c1ccc(S(=O)(=O)N(C)C)cc1
1 | CCOc1ccc(C2=Nn3c(nnc3-c3ccc(OC)cc3)SC2)cc1
4 | CSc1nc(O)c(C(c2ccc(C)cc2)c2c(O)nc(SC)[nH]c2=O)c(=O)[nH]1
-3 | Cc1ccccc1N1C(=O)CC1(C#N)c1ccc(OCc2ccccc2)cc1 (stereo not drawn)
0 | COC(=O)c1c(NC(=S)Nc2ccc(F)cc2[N+](=O)[O-])sc2c1CCCCC2
3 | Cn1c(=O)c2cc(S(=O)(=O)NCCC(=O)Nc3ccc(F)cc3F)ccc2n(C)c1=O
4 | O=C1c2ccc([N+](=O)[O-])cc2C(=O)N1CNc1ccccn1
-2 | CCCC(CCC)C(=O)Nc1c[nH]c(=O)[nH]c1=O

(cont.)
TbREL1 primary | Structure
3 | O=C(OCC(=O)N1CCN(c2ccccc2)CC1)c1ncc(Cl)c(Cl)c1Cl
-4 | Cc1cccc(C)c1NC(=O)C(c1ccccc1)N1CCN(C/C=C/c2ccccc2)CC1 (stereo not drawn)
-2 | O=C(CSc1nnc(-c2ccco2)o1)c1ccc(F)c(F)c1
0 | O=C(CN1CCN(c2ccccc2F)CC1)c1c[nH]c2ccc(F)cc12
6 | CCCCN1C(=O)c2ccc(C(=O)NCCN3C(=O)S/C(=C\c4cccnc4)C3=O)cc2C1=O
0 | [O-]C1=N/[N+](=C/c2ccccc2Cl)CC1
-2 | CC(C)CCNC(=O)CN(Cc1ccccc1)C(=O)CCC(=O)Nc1ccccn1
-2 | COc1cccc(N2C(=O)CC(N3CCN(S(=O)(=O)c4ccccc4[N+](=O)[O-])CC3)C2=O)c1 (stereo not drawn)
-5 | CSc1nc(N)nc2c1ncn2CC(=O)NCCNc1ccc([N+](=O)[O-])cn1
-2 | CC(OC(=O)c1cccc(S(=O)(=O)N(C)C)c1)C(=O)NCC(=O)Nc1ccc(F)c(F)c1F (stereo not drawn)
-2 | CC(OC(=O)CCN=C1NS(=O)(=O)c2ccccc21)C(=O)N(C)c1ccccc1 (stereo not drawn)
2 | CCC1CC(CSC(=N)N)OC1=O (stereo not drawn)
-1 | COC(=O)c1ccccc1NC(=O)CSCC(=O)Nc1ccccc1OC
-2 | c1ccc(-c2nn3c(Cn4nnc5ccccc54)nnc3s2)nc1
3 | CCOC(=O)C[C@H]1c2ccc(C(F)(F)F)cc2S(=O)(=O)N1c1cccc(OC)c1
0 | Cc1ccc(NC(=O)c2ccn(C)n2)c(Br)c1
10 | COc1ccc(NC(=O)c2oc3ccccc3c2NC(=O)c2ccc(OC)c(OC)c2)c(OC)c1
6 | COc1ccccc1NC(=O)COc1ccc(Br)cc1CNC1CCCC1
3 | CCCNC(=O)c1[nH]c(C)c(C(C)=O)c1C
-1 | CN(C)NC(=S)Nc1ccc2nc(-c3ccccn3)c(-c3ccccn3)nc2c1

New compounds follow
TbREL1 primary | Structure
-4 | CC(C)C[C@@H]1Cc2[nH][nH]c(=O)c2[C@H](c2ccc(Cl)cc2)O1
-3 | Oc1ccc(/C=N/NC(=S)NCC2CCCO2)cc1 (stereo not drawn)
-3 | COc1cc(NS(=O)(=O)c2ccc(Nc3nc(-c4ccccn4)cs3)cc2)nc(OC)n1
0 | CC(C)CCn1c(SCC(=O)NC2CCS(=O)(=O)C2)nc2cc(Cl)ccc2c1=O (stereo not drawn)
1 | CC(=O)NC12CC3CC(C1)CC(C(=O)N1CCN(S(=O)(=O)c4cccc([N+](=O)[O-])c4)CC1)(C3)C2
-2 | Cc1c(C(=O)NC2CCCC2)oc2ccccc12
-2 | COc1ccc(NC(=S)NCCCn2ccnc2)cc1
1 | COc1ccccc1N(O)C1CC(=O)N(c2ccc(F)cc2)C1=O (stereo not drawn)
14* | COc1cc2c(cc1OC)C(c1ccc(-c3ccc(Cl)c(Cl)c3)o1)=NCC2
-2 | Cc1ccc(-n2[nH]c(C)c(/C=N/Nc3ccc([N+](=O)[O-])cc3[N+](=O)[O-])c2=O)cc1
5 | COCCNc1cnn(-c2ccccc2)c(=O)c1Cl
0 | CCOc1ccc(Cl)cc1S(=O)(=O)n1cnc2cc(C)c(C)cc21
0 | COc1ccccc1S(=O)(=O)Cc1ccc(C(=O)NC2CCCCCC2)o1
-5 | COc1ccc(Cn2nnnc2C(c2cc3cccc(C)c3[nH]c2=O)N2CCN(C)CC2)cc1 (stereo not drawn)
6 | Cc1ccc(C(=O)N2CCCC(C(=O)c3cc(F)ccc3F)C2)s1 (stereo not drawn)
0 | CC(C)(C)NC(=O)C1N(c2cccnc2)C(=O)C2C(C(=O)Nc3ccccc3F)C3(C)C=CC21O3 (stereo not drawn)
-1 | Cc1ccc(NC(=O)C2CCCN(S(=O)(=O)c3ccc4[nH]c(=O)ccc4c3)C2)c(C)c1 (stereo not drawn)
2 | CCOC(=O)C1CCN(C(=O)c2c(-c3c(F)cccc3Cl)noc2C)CC1
1 | Cc1ccc(CN2C(=O)c3ccccc3C2C(=O)NCc2cccnc2)cc1 (stereo not drawn)
-1 | CC1(c2ccncc2)Nc2ccccc2-c2nc3ccccc3n21 (stereo not drawn)

Going on with the list:
TbREL1 primary | Structure
4 | CCC(=O)NS(=O)(=O)c1cccnc1Nc1ccc(Cl)cc1
1 | CCOC(=O)C1(Cc2cccc(F)c2)CCN(C(=O)c2cnccn2)CC1
2 | C[C@@H]1N[C@H]2N(C1=O)c1ccccc1[C@@]21C[C@@H]2C(=O)N[C@](C)(O1)c1nc3ccccc3c(=O)n12
1 | c1ccc(OCCSc2nc3ccccc3o2)cc1
2 | O=C(NCc1ccccc1)N1CCOCC1

From PubChem
